MPTP block = permeability transition pore inhibition. inhibition, % at 10 µM. 360,000 compounds, 1.4% hits. AID 602449. isolated mouse mitochondria, Ca2+ swelling absorbance, 30 min;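 active = inhibition of 50% or more, scaled per plate between neutral and stimulator controls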;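 note: 0% = DMSO wells given calcium and 100% = 1 mM EGTA wells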
A3A deaminase = blocks human APOBEC3A ssDNA deamination. P31941. recombinant A3A, FAM/TAMRA ssDNA deamination fluorescence. inhibition, % at 20 µM. 330,000 compounds, 0.41% hits;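 active = at least 40% inhibition at 20 µM here, with at most 30% in a related deaminase screen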;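 note: plate controls were A3A with DMSO for no effect and wells lacking A3A enzyme for full effect; some results filed as inactive read as strong as hits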
Target sequence (P31941 whole entry, looked up): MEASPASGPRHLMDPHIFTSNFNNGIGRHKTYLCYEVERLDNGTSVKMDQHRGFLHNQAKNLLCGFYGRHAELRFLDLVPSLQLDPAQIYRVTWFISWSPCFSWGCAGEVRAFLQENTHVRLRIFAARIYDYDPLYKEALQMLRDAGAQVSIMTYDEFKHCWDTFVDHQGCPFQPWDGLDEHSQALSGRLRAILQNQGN
EBI2 antag = blocks human EBI2 receptor beta-arrestin signaling. EBI2 beta-arrestin recruitment, luminescence, 7a,25-OHC stimulated. AID 651636. P32249. 360,000 compounds, 0.81% hits. inhibition, % at 5 µM; in the data active = inhibition above about 38%;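 note: enzyme fragment complementation signal reports receptor beta-arrestin coupling in cells; 0% = agonist plus DMSO wells and 100% = wells without agonist; some results beyond the cut were filed as inactive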
Target sequence (P32249 whole entry, looked up, the tested form may be a part): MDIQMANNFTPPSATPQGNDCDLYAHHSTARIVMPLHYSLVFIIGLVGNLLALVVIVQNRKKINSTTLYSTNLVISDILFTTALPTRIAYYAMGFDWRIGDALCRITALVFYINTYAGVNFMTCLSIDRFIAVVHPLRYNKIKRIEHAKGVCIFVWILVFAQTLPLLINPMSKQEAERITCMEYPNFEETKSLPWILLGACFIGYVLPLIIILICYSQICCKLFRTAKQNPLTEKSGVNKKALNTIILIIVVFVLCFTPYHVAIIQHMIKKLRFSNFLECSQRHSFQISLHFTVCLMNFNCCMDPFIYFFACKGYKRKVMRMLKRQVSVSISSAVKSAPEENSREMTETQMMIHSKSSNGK
GRIN3A LBD mod = modulates the human NR3A ligand-binding domain. Tm shift relative to glycine control, % at 25 µM. AID 1259313. NR3A LBD differential scanning fluorimetry, Tm shift; 0% = protein alone, 100% = glycine-bound protein. 340,000 compounds, 2.5% hits;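 active = melting temperature shift of at least 10% of the positive control shift, at one fixed dose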
A3G deaminase = APOBEC3G (human) deaminase inhibition | 330,000 compounds, 0.28% hits | recombinant A3G, ssDNA deamination FAM/TAMRA fluorescence | Q9HC16 | inhibition, % at 20 µM;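 active = inhibition of at least 40% at 20 µM, with no more than 30% in the related APOBEC3A deaminase screen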;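 note: plate controls were DMSO wells with A3G for no effect and wells lacking A3G enzyme for full effect; some compounds called inactive have numbers as strong as hits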
CXCR6 inh = blocks human CXCR6 beta-arrestin recruitment; CHO-K1 PathHunter CXCR6 beta-arrestin, luminescence; inhibition, % at 20 µM; 360,000 compounds, 0.36% hits; in the data active = inhibition above about 34%, passing the limit was not always enough;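 note: antagonist mode with CXCL16 agonist at 10 nM final; 0% = 10 nM CXCL16 with DMSO and 100% = unstimulated wells without agonist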
Target sequence (O00574 whole entry, looked up): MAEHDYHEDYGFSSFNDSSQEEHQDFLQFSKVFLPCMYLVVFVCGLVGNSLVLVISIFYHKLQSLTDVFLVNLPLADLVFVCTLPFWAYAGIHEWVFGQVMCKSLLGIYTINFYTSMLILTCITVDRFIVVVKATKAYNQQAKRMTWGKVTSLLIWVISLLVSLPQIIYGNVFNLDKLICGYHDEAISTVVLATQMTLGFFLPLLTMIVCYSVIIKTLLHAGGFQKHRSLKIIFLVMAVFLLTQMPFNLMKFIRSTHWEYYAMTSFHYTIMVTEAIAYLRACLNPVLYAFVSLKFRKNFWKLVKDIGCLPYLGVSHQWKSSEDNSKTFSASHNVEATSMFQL
CCR6 antag = blocks CCL20-driven beta-arrestin recruitment at human CCR6. P51684. CHO-K1 CCR6 PathHunter beta-arrestin, luminescence, CCL20-stimulated. inhibition, % at 20 µM. 340,000 compounds, 0.49% hits;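 active = compounds whose inhibition of the agonist-driven luminescence signal at 20 µM reaches about 50%, limit read from the data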;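 note: cells stimulated with CCL20 at 14 nM final; plate controls were DMSO with CCL20 for no effect and DMSO without agonist for full effect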
Gli-Sufu block = Gli-Sufu pathway antagonism. Sufu-KO-LIGHT fibroblasts, Gli luciferase reporter luminescence. 340,000 compounds, 0.74% hits. inhibition, % at 5 µM;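 active = inhibition above about 55%, limit read from the data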;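 note: 0% = DMSO-treated cells and 100% = wells with medium but no cells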
Starred values were filed as active, the others as inactive; . = not tested or not shown.

nr | Structure | MPTP block | A3A deaminase | EBI2 antag | GRIN3A LBD mod | A3G deaminase | CXCR6 inh | CCR6 antag | Gli-Sufu block
1 | CCCn1c(=N)n(CC(O)COc2cccc(C)c2)c2ccccc21 (centres undefined) | 1.6 | 7 | 6 | -2 | -4 | -9 | -12 | 26
2 | O=C(NC(=S)N1CCCCC1CO)c1cc(Br)ccc1Cl (centres undefined) | -1.4 | -3 | -6 | -4 | -10 | 12 | 29 | 8
3 | CCOc1cc(/C=N/O)cc(Br)c1OCc1ccc(Cl)cc1 | -0.6 | -2 | 2 | 13* | -5 | 5 | -9 | -11
4 | O=C(NCc1ccc2c(c1)OCO2)C1CCC(CNc2c(N3CCCC3)c(=O)c2=O)CC1 (centres undefined) | -2.8 | 2 | 6 | -1 | 28 | 2 | 11 | -6
5 | CC1(C)Cc2c(sc(/N=C/N3CCOCC3)c2C#N)C(C)(C)N1 | -0.1 | -1 | -1 | 1 | -5 | -5 | -11 | 10
6 | COc1ccc(OC)c(NC(=O)C2=C(C)NC(=O)NC2c2cccs2)c1 (centres undefined) | 11 | 3 | -7 | -2 | -5 | 0 | -2 | .
7 | CCOc1ccc(S(=O)(=O)N2CCCC(C(=O)Nc3ccccc3)C2)cc1 (centres undefined) | 0.9 | -1 | -9 | -2 | -2 | -2 | 17 | 22
8 | O=C(Nc1ccc(F)cc1F)c1cncc(Br)c1 | -1.5 | 0 | -5 | 1 | -6 | -3 | 12 | -2
9 | Cc1cccnc1NC(=O)CCc1c[nH]c2ccccc12 | -0.8 | -2 | 7 | -4 | -5 | -9 | 6 | -20
10 | CCn1cc(C(=O)OCC(=O)Nc2cccc(S(=O)(=O)N3CCOCC3)c2)c(=O)c2ccc(C)nc21 | -0.2 | 0 | -12 | 2 | -3 | 10 | 6 | 10
11 | COC(=O)Cn1c(CCS(=O)(=O)c2ccc(C)cc2)nc2ccccc21 | 1.5 | -5 | -6 | 1 | -5 | 5 | 11 | 0
12 | COc1cccc(-c2csc(N3CCN(CC(=O)NNC(=O)c4ccc(Br)cc4)CC3)n2)c1 | 0.5 | 2 | 19 | 3 | 2 | 15 | 23 | 0
13 | O=C(CC(c1ccccc1)c1ccccc1)NCc1cccnc1 | 0.3 | -2 | 1 | -5 | -4 | -7 | 19 | -9
14 | CC(NCc1ccc(S(N)(=O)=O)cc1)C(=O)N1CCc2ccccc21 (centres undefined) | 1.4 | 5 | -15 | -2 | 1 | 9 | -10 | 10
15 | O=C(CN1C(=O)S/C(=C\c2ccccc2)C1=O)NC1CCS(=O)(=O)C1 (centres undefined) | -0.7 | -7 | -12 | -3 | -7 | -12 | -6 | -6
16 | O=C(C1CCN(S(=O)(=O)c2cccc3cccnc23)CC1)N1CCc2ccccc21 | 0.0 | 1 | 7 | 6 | -4 | 15 | 29 | 3
17 | O=C1COc2ccc(C(=O)COC(=O)c3c(F)cccc3Cl)cc2N1 | 0.0 | -3 | 8 | 3 | -7 | -6 | 2 | -1
18 | O=C(CSc1ccc2ccccc2c1)Nc1ncccn1 | 0.1 | -4 | -1 | -1 | -10 | -4 | -3 | -3
19 | O=C(Nc1c(-c2ccccc2)nc2ccccn12)c1cccs1 | -0.5 | -1 | -8 | 5 | -9 | 7 | 3 | 1
20 | CC(C)Sc1nc2c(c(=O)n1C)SC(C)C2 (centres undefined) | -1.6 | -4 | -1 | 4 | -3 | 3 | 4 | 1
21 | CCOC(=O)c1c(C)[nH]c(C)c1C(=O)CSc1nnc(-c2ccncc2)n1Cc1ccccc1 | -0.3 | -1 | 0 | 0 | -4 | 4 | 15 | 10
22 | COc1ccc(Nc2nc(C)cc(-c3cc(-c4ccccc4)on3)n2)cc1 | 2.3 | 4 | -17 | -13 | 0 | -8 | -8 | -11
23 | C=CC[n+]1c(-c2ccc(C)cc2)csc1NNC(=O)Nc1ccccc1 | 87* | 0 | -5 | 0 | 8 | -9 | 5 | 42
24 | COc1ccc(OCCCC(=O)Nc2nnc(C3CCCO3)s2)cc1 (centres undefined) | 1.4 | 1 | 4 | 3 | -3 | -6 | -1 | 0
25 | Cc1csc(N/N=C/c2ccc([N+](=O)[O-])cc2)n1 | 1.7 | -1 | -8 | -1 | -8 | -8 | -5 | 0
26 | CC(=O)N1C[C@H]2CON(C)[C@H]2C[C@H]1c1cccc(-c2ccccc2)c1 | 0.0 | . | -3 | -1 | . | 7 | -9 | 0
27 | COc1cc(/C=N/N(C)C)cc(Br)c1O | 2.2 | -8 | -17 | 1 | -7 | -13 | -7 | -1
28 | COc1cc(C(N)=O)cc(Br)c1OC | -1.6 | 44* | -5 | 0 | 17 | 1 | -11 | -14
29 | Cc1ccc(C(=O)COC(=O)c2cccc([N+](=O)[O-])c2)s1 | 0.3 | 0 | -3 | 2 | 2 | -6 | 10 | -14
30 | COC(=O)c1ccccc1NC(=O)C1COc2ccccc2O1 (centres undefined) | 0.0 | -2 | 18 | -1 | -3 | 4 | 16 | -22
31 | Nc1c(-c2ccccc2)c(CN2CCOCC2)nn1-c1ccc(C(=O)O)cc1 | -1.6 | -1 | -20 | 0 | -8 | 1 | 1 | -3
32 | O=C(Nc1ccnn1C1CCN(Cc2cccc(OCCO)c2)CC1)c1cccc(F)c1 | 0.9 | -1 | 2 | 0 | -6 | 2 | 6 | -15
33 | CC(C)(C)c1ccc(-c2nnc(SCC(=O)Nc3sc4c(c3C#N)CCCC4)o2)cc1 | 10 | -1 | -2 | -1 | -8 | 5 | 1 | -7
34 | CCOC(=O)c1c(C)[nH]c(C)c1C(=O)CN1C(=O)NC(CC(C)C)C1=O (centres undefined) | -6.1 | 0 | -1 | 1 | 0 | -3 | 8 | 2
35 | c1cn(CCCNC2=NCCCCC2)cn1 | -0.2 | 1 | -1 | -1 | -4 | -2 | 6 | -7
36 | CC(NC(=O)COC(=O)/C=C/c1ccco1)c1ccccc1 (centres undefined) | -0.8 | 6 | -1 | 0 | 0 | 2 | 0 | 5
37 | c1ccc(-c2ccc(-n3ccnc3)cc2)cc1 | 0.7 | 0 | 6 | 1 | -1 | -1 | 6 | -23
38 | O=C(c1ccc(Cl)cc1)c1nnc(-c2ccncc2)o1 | -3.6 | 0 | -8 | -1 | -3 | 8 | -9 | 9
39 | CC1CC(C)CN(S(=O)(=O)c2ccc3c(c2)C(C)(C)C(=O)N3C)C1 (centres undefined) | -0.6 | 0 | -2 | 0 | -2 | -6 | 14 | 6
40 | CCOC(=O)c1c(NC(=O)Cn2cnc([N+](=O)[O-])n2)sc(C)c1C | -2.2 | 1 | 4 | -8 | -9 | -14 | -4 | -4
41 | Cc1[nH]c2ccccc2c1C(=O)CN1CCC(C)CC1 | -2.4 | 5 | -11 | 1 | 4 | 1 | 1 | -5
42 | COc1ccc(C(=O)Oc2cc(/C=N/NS(=O)(=O)c3ccc(C)cc3)ccc2OC)cc1 | -2.9 | -4 | -4 | 14* | -8 | 1 | 15 | -20
43 | CCCCOc1ccc(C(=O)N/C(=C\c2ccc(OC)cc2)C(=O)OCc2ccco2)cc1 | -1.0 | -1 | 5 | 3 | -3 | 15 | 33 | 10
44 | CC1(C)Cc2cccc(OCC(=O)O)c2O1 | 3.2 | 2 | 11 | 1 | 0 | 4 | -28 | 4
45 | COc1ccc(OCC(O)CNC(=O)c2cccs2)cc1 (centres undefined) | 1.1 | -1 | 3 | -1 | -2 | -5 | 8 | 2

Two of the compounds above, with values under each structure.
Each structure is followed by: MPTP block, A3A deaminase, EBI2 antag, GRIN3A LBD mod, A3G deaminase, CXCR6 inh, CCR6 antag, Gli-Sufu block
38. O=C(c1ccc(Cl)cc1)c1nnc(-c2ccncc2)o1
    -3.6, 0, -8, -1, -3, 8, -9, 9
39. CC1CC(C)CN(S(=O)(=O)c2ccc3c(c2)C(C)(C)C(=O)N3C)C1 (centres undefined)
    -0.6, 0, -2, 0, -2, -6, 14, 6

Carrying on.
nr | Structure | MPTP block | A3A deaminase | EBI2 antag | GRIN3A LBD mod | A3G deaminase | CXCR6 inh | CCR6 antag | Gli-Sufu block
46 | COCCn1c(SCC(=O)Nc2ccc3c(c2)OCCO3)nc2c(c1=O)SC(C)C2 (centres undefined) | -0.6 | -4 | -11 | -3 | -15 | -3 | 7 | -17
47 | O=[N+]([O-])c1ccccc1S(=O)(=O)Nc1ccc(-c2ccc3nncn3n2)cc1 | -2.3 | -2 | -3 | 2 | -5 | 7 | 19 | -4
48 | COc1cccc(NC(=S)NNC(=O)c2c([N+](=O)[O-])c(C)nn2C)c1 | -0.7 | 7 | 0 | 1 | -8 | 7 | 29 | -2
49 | COc1ccc(C2C(C(=O)Nc3ccccc3)=C(C)Nc3nc(CCCO)nn32)cc1 (centres undefined) | 0.1 | 0 | -7 | 3 | -4 | -3 | 11 | -2
50 | CCCN(CC(=O)Nc1ccccc1C)C(=O)c1ccc(Cl)c(S(=O)(=O)N2CCCC2)c1 | 0.6 | 0 | -1 | 1 | -3 | 5 | 20 | 6
51 | O=S(=O)(c1cccc2ccccc12)N1CCCCC1 | 1.8 | -2 | -2 | 2 | -3 | 20 | 1 | 8
52 | O=c1c2c([N+](=O)[O-])cc([N+](=O)[O-])cc2sn1-c1ccc(Br)cc1 | 1.0 | 4 | 78* | -30 | 75* | 22 | 50* | 23
53 | COc1ccc(/C(N)=N/OC(=O)c2cccs2)cc1 | 2.4 | -3 | -10 | 4 | -4 | -25 | -10 | -80
54 | O=c1[nH]c2ccccc2c2ccccc12 | 0.5 | -1 | 5 | -2 | -5 | -2 | -4 | 1
55 | CC(Sc1nc(N2CCOCC2)c2c(c1C#N)CC(C)(C)OC2)C(=O)O (centres undefined) | 0.5 | 1 | -9 | 1 | -4 | -5 | 7 | 18
56 | COc1ccc(C(C#N)(CC(=O)O)c2cnccn2)cc1OC (centres undefined) | -2.4 | -1 | -6 | 7 | -6 | 0 | 15 | -5
57 | O=CN1CCN(C(=O)c2ccc(-c3nc4ccccc4s3)s2)CC1 | -0.1 | -1 | 1 | 0 | -7 | -4 | 5 | -47
58 | CCOC(=O)[C@H]1[C@H]2COc3ccc(Br)cc3[C@@H]2N2C(=O)CN(Cc3ccco3)C(=O)[C@@]12C | -0.6 | -3 | -6 | 2 | -8 | 5 | -1 | 3
59 | O=C(NC(=S)Nc1ccc(F)c([N+](=O)[O-])c1)c1ccccc1F | 0.2 | -3 | -7 | -6 | -8 | 19 | 24 | 7
60 | COc1ccc(/C=N/Nc2ncccc2[N+](=O)[O-])c(OC)c1 | 1.2 | -3 | -3 | -4 | -3 | 3 | 7 | -93
61 | Cc1ccc(-c2nc(CS(=O)CC(=O)N3CCN(c4ccccc4)CC3)c(C)o2)cc1 (centres undefined) | -0.8 | -3 | 1 | -2 | -2 | -2 | -7 | -13
62 | C=CCSc1nc(=O)n2ccc(C)cc2n1 | 0.2 | 1 | -5 | 0 | 1 | -1 | 13 | 12
63 | CCN1CCc2c(sc3c2c(NCc2ccco2)nc2nnnn23)C1 | -0.1 | 4 | -1 | -5 | 11 | -16 | 7 | -9
64 | O=C(Nc1nncs1)c1cccnc1Cl | 0.9 | 2 | -18 | -9 | -1 | -3 | -6 | 2
65 | O=C1CCN(S(=O)(=O)c2ccccc2)CCN1CCOCc1cccc(F)c1 | -0.7 | -1 | -8 | 0 | -14 | 7 | 3 | -1
66 | O=S(=O)(c1ccc(Br)s1)N1CCCCC1 | -1.0 | -6 | -4 | 1 | -5 | 0 | 7 | 1
67 | Cc1ccc(C)c(CN2C(=O)C3(OCCCO3)c3ccccc32)c1 | 5.3 | 2 | 9 | -3 | 1 | 2 | 11 | -7
68 | Cc1ccc(C(=O)N/C(=C/c2cccnc2)C(=O)N2CCCCCC2)cc1 | -1.4 | -5 | 0 | 1 | -9 | 6 | 4 | -3
69 | C#Cc1cccc(NC(=O)C2CCN(C(C)=O)CC2)c1 | -2.9 | -4 | -4 | -3 | -5 | -1 | 1 | -5
70 | Cc1c(C(=O)N/N=C/c2ccc(-c3ccccc3[N+](=O)[O-])o2)sc(N)c1C#N | 2.2 | . | -3 | -2 | . | -5 | 10 | -4

Screens deposited in PubChem BioAssay by Sanford-Burnham Center for Chemical Genomics.
